TGFb inhibitor: blocks TGF-b signaling; AID 588855; 410,000 tested, 1.2% active; HepG2 CAGA-GFP TGF-b/SMAD3 reporter, GFP fluorescence, 18 h; TGF-beta stimulated, 500 pg/mL final; Potency, µM (doses to about 46.1 µM), for the others: top-dose activity, negative = inhibition, actives largely listed as inhibitors; note: potency is the fitted concentration of half-maximal effect; % is set by controls: 0 for no effect and ±100 for the full control effect; nearly all actives have a fitted effect of over 65% in size
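Cell-based qHTS in HEPG2 carrying a CAGA-GFP Smad reporter; compounds added before 500 pg/mL final TGF-beta, 18 h incubation at 37 degrees C, GFP fluorescence quantified per cell by imaging cytometry.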
Nrf2 block: inhibitors of Nrf2 signaling; A549 ARE-Fluc reporter, luciferase luminescence, 18-24 h; Potency, µM (doses to about 46 µM), inactives show at the highest dose activity change, negative = inhibition, most hits filed as inhibitors; 360,000 tested, 2.1% active; note: potency is the fitted concentration of half-maximal effect; % is set by controls: 0 for no effect and ±100 for the full control effect; nearly all actives have a fitted effect of over 60% in size
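Nrf2 function is reported as luminescence of an ARE-controlled luciferase in A549 cells. Compounds were tested at several concentrations, and a CellTiter-Fluor read on the same wells flagged cytotoxicity.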
A549 tox: kills or reduces viability of A549 cells in Nrf2 counter-screen | A549 ARE-Fluc cells, CellTiter-Fluor viability, 18-24 h | 390,000 tested, 0.16% active | Potency, µM (series often up to 46 µM), for inactives: at the top dose activity change, negative = cytotoxicity, hits mostly inhibitors; note: potency is the fitted concentration of half-maximal effect; % is set by controls: 0 for no effect and ±100 for the full control effect
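A549 ARE-Fluc cells in 5% FBS OPTI-MEM, 5000 cells/well, rested 2 h then exposed to compounds in concentration-response for 18-24 h at 37 °C. Viability by CellTiter-Fluor fluorescence (Ex 405/Em 525) after 30 min; luciferase luminescence (BugLite, 15 min, RT) read afterwards.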
ATXN2 expr inh: inhibitors of ATXN2 expression. HEK-293 ATXN2-luciferase reporter, luminescence, 24 h. 360,000 tested, 0.72% active. Potency, µM (highest dose often 57 µM), inactives show at the highest dose activity change, negative = inhibition, actives largely listed as inhibitors; note: potency is the fitted concentration of half-maximal effect; % is set by controls: 0 for no effect and ±100 for the full control effect; nearly all actives have a fitted effect of over 55% in size
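ATXN2-luciferase reporter cells (luciferase flanked by upstream and downstream ATXN2 gene portions) were treated 24 h at 37 °C with compounds at up to 57 uM. SteadyGlo luminescence gave expression; GF-AFC fluorescence gave viability.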
S2 tox: reduces viability in counter-screen for ATXN expression inhibitors | AID 651635 | S2 cells (HEK-293 line with an ATXN2-luciferase reporter) viability, CellTiter-Fluor protease fluorescence, 24 h | 400,000 tested, 0.49% active | Potency, µM (titrated, usually from 56.7 µM), hits mostly cytotoxic; note: potency is the fitted concentration of half-maximal effect; nearly all actives have a fitted effect of over 40% in size
IL1B secr inh: inflammasome signaling inhibition, IL-1 beta readout; activity change, % at 57.5 µM; AID 743279; THP-1 LPS/ATP IL-1B secretion, AlphaLISA, 16 h; stronger effect = lower value; 360,000 tested, 4.7% active; in the data active = activity change below about -50%; inconclusive = mostly about -30% to -49%; note: % is set by controls: 0 for no effect and ±100 for the full control effect
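Secreted IL-1B measured by AlphaLISA bead assay after 16 h compound exposure of THP-1 cells; compounds (final up to 57.5 uM) added 1 h before LPS (250 ng/mL) and ATP (1.25 mM) stimulation; lower signal means less secretion.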
HepG2 tox: HepG2 cytotoxicity, counter-screen for TGF-b inhibitors; HepG2 CAGA-GFP viability, ATP luminescence, 18 h; Potency, µM (doses to about 46.1 µM), inactives show at the top dose activity change, negative = cytotoxicity, usual class: cytotoxic; AID 588856; 410,000 tested, 0.76% active; note: potency is the fitted concentration of half-maximal effect; some results filed as inactive show a strong effect at the top dose
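CellTiter-Glo luminescence gave cytotoxicity after 18 hours at 37 degrees C. The cells were HepG2 CAGA-GFP in 1% FBS DMEM, stimulated with 500 pg/mL TGF-beta after compound addition. %Activity was normalised to no-cell wells (complete cell-killing) and DMSO (no toxicity), and curves were fitted and classified.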
Nrf2 ARE act: Nrf2 pathway activation | AREc32 ARE-luciferase reporter (MCF7-derived line), luminescence, 24 h | Potency, µM (top dose mostly 46.1 µM), without a hit: at the highest dose activation, actives largely listed as activators | 410,000 tested, 0.31% active | AID 624171; note: potency is the fitted concentration of half-maximal effect; % of control where 0% means no effect; nearly all actives have a fitted effect of over 65% in size
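ARE-driven firefly luciferase activity in AREc32 cells measured after a 24 hr compound exposure at 37 deg C, using Steady-Glo reagent and a 30 min room-temperature hold.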
MCF10A rereplic: induces DNA re-replication in MCF 10a normal breast cells. 350,000 tested, 2.9% active. MCF 10A DNA re-replication, Hoechst nuclear intensity, 48 h. Potency, µM (top dose mostly 46.1 µM), without a hit: at the top dose activity, positive = re-replication, most hits filed as activators; note: potency is the fitted concentration of half-maximal effect; % of control where 0% means no effect; nearly all actives have a fitted effect of over 50% in size
Numbers without * were called inactive; i = inactive; ? = inconclusive; / = not tested or not shown; & = joins results of further samples; [ ] = dose if it differs, or a comment. Unless noted, calls come from the whole dose curve; as a rule, active = well fitted curve in the direction sought with a large enough effect; inconclusive = small, poorly fitted or top-dose-only effect, or another doubt; inactive = no such curve, though single readings can be large; an effect the other way counts as inactive or inconclusive.

| canonical_smiles | TGFb inhibitor | Nrf2 block | A549 tox | ATXN2 expr inh | S2 tox | IL1B secr inh | HepG2 tox | Nrf2 ARE act | MCF10A rereplic |
| --- | --- | --- | --- | --- | --- | --- | --- | --- | --- |
| O=C(O)c1n[nH]c2c1CCCCC2 | 28.5% | 5.3% | / | 0.3% | i | -9.5 | 10.6% | 0.1% | 0.8% |
| Nc1nc2n(n1)C(c1cccc(Br)c1)CC(c1ccccc1)N2 (stereo not given) | -1.3% | 0.4% | 17.8% | 3.1% | i | -20.6 | -13.0% | 5.0% | -6.6% |
| Cn1c(=O)c2c(nc(N3CCN(c4ccc([N+](=O)[O-])cc4)CC3)n2C)n(C)c1=O | 0.0% | ? | -16.5% | -34.0% | i | -4.9 | -148.8% | 0.0% | 0.0% |
| O=[N+]([O-])c1ccc(N2CCN(S(=O)(=O)c3ccccc3)CC2)cc1N1CCc2ccccc2C1 | -1.1% | 3.5% | -2.1% | ? | i | 11.2 | 4.7% | -0.5% | 20.6% |
| CCCC1CC(C(=O)NC(C(C)Cl)C2OC(SC)C(O)C(O)C2O)N(C)C1 (stereo not given) | 14.3% | 12.1% | -1.1% | 1.8% | i | 9.7 | -2.7% | -0.4% | 13.0% |
| Cc1ccc(C(C)C)c(OCC(=O)OCC(=O)NC2CCS(=O)(=O)C2)c1 (stereo not given) | 19.7% | 1.1% | -0.3% | -11.9% | i | -10.3 | 0.0% | -0.6% | -1.1% |
| COc1ccc(OC)c(NC(=O)/C=C/c2ccc(C)o2)c1 | 39.7%[activator] | 7.7% | -8.0% | 4.8% | i | / | -11.8% | ? | / |
| C/C(=N/NC(=O)c1ccncc1)c1c[nH]c2ccccc12 | -10.6% | 29.2% | -1.6% | -10.9%[11.3 µM] | i | 17.3 | -1.7% | 1.2% | -0.5% |
| O=C(O)CCn1cc(/C=C\C(=O)c2ccc(Cl)cc2)c(-c2cccc(Br)c2)n1 | -13.1% | -33.3% | -8.7% | -14.9% | i | -93.0* | -32.2% | ? | 11.6µM* |
| CN(c1cccc(NC(=O)CN(c2cccc(Cl)c2)S(=O)(=O)c2ccccc2)c1)S(C)(=O)=O | ? | -19.4% | -3.1% | 3.9% | i | -8.6 | -40.2% | 2.0% | -3.4% |

Gathered by group: the compounds so far containing an NH in an aromatic ring
| canonical_smiles | TGFb inhibitor | Nrf2 block | A549 tox | ATXN2 expr inh | S2 tox | IL1B secr inh | HepG2 tox | Nrf2 ARE act | MCF10A rereplic |
| --- | --- | --- | --- | --- | --- | --- | --- | --- | --- |
| O=C(O)c1n[nH]c2c1CCCCC2 | 28.5% | 5.3% | / | 0.3% | i | -9.5 | 10.6% | 0.1% | 0.8% |
| C/C(=N/NC(=O)c1ccncc1)c1c[nH]c2ccccc12 | -10.6% | 29.2% | -1.6% | -10.9%[11.3 µM] | i | 17.3 | -1.7% | 1.2% | -0.5% |

The list goes on.
| canonical_smiles | TGFb inhibitor | Nrf2 block | A549 tox | ATXN2 expr inh | S2 tox | IL1B secr inh | HepG2 tox | Nrf2 ARE act | MCF10A rereplic |
| --- | --- | --- | --- | --- | --- | --- | --- | --- | --- |
| CCN(C(=S)Nc1ccc(Oc2ccccc2)cc1)c1ccccc1 | -20.5% | -3.4% | -3.0% | 13.7% | i | 14.3 | -40.0% | -0.4% | ? |
| CCN(CC)C(=O)Cn1cnc2sc(C(=O)N3CCN(Cc4ccc5c(c4)OCO5)CC3)c(C)c2c1=O | -9.3% | ? | 2.3% | -19.8% | i | -11.7 | -8.1% | -0.6% | -3.4% |
| CNC(=O)C[C@H]1C(=O)N(c2ccc(OC)cc2)C[C@@H]1Cc1ccccc1 | -0.8% | / | / | -7.2% | i | -12.1 | -1.5% | 0.4% | / |
| CC(C)NC(=O)c1ccc(C2SCC(=O)N2Cc2ccccc2)cc1 (stereo not given) | 3.3% | -33.3% | 15.4% | -6.2% | i | -3.0 | -1.7% | -0.5% | 7.31µM* |
| Cc1c(C(=O)N(C)CCCCN2CCOCC2)oc2c(F)cccc12 | 16.8% | 15.8% | -3.4% | 28.6% | i | 8.6 | 6.6% | 0.2% | ? |
| O=C(Nc1ccc(OCc2ccccc2)cc1)Nc1ccccc1C(=O)NCCCN1CCOCC1 | 1.7% | 14.0% | -3.0% | 0.6% | i | 4.7 | -52.8% | 2.1% | ? |
| N#C/C(=C\c1ccccc1Br)C(=O)NC1CC1 | 3.6% | -5.3% | 10.4% | -13.7% | i | -9.0 | -18.1% | 4.6% | -3.1% |
| O=C1NC(Cc2ccccc2)C(=O)N1CC(=O)N1CCCc2ccccc21 (stereo not given) | ? | -12.4% | -1.0% | -9.4% | i | 12.3 | -3.5% | 0.1% | -50.2%[inhibitor] |
| Cc1cc(C(=O)N/N=C/c2cc(Br)ccc2OC(=O)c2ccccc2Cl)n[nH]1 | -21.6% | ? | 0.3% | ? | / | 77.8 | -21.2% | 0.1% | ? |
| NC(=O)c1ccc(NC(=O)Cc2ccc(S(=O)(=O)N3CCCCC3)cc2)cc1 | -1.8% | -7.9% | -15.7% | 5.5% | i | -4.7 | -35.1% | -1.0% | 10.2% |
| CCN(CC)C(=O)Cn1cc(C(=O)C(=O)N2CCN(Cc3ccc4c(c3)OCO4)CC2)c2ccccc21 | -2.4% | 11.0% | -9.1% | 6.8% | i | -9.4 | -7.3% | -0.2% | 11.0% |
| CSCC[C@H](NC(=O)c1cc2c([nH]c3ccccc32)c(-c2ccccc2)n1)C(=O)O | 10.1% | -15.5% | -6.5% | 5.6% | i | 4.1 | -41.9% | 0.0% | 0.1% |
| O=C(N/N=C\c1c(O)ccc2ccccc12)c1ccc(S(=O)(=O)N2CCCCC2)cc1 | 0.0% | ? | -4.2% | 0.532µM* | / | 98.5 | 19.1% | -0.4% | -0.2% |
| O=C(NCc1ccccc1)c1cccc(COc2cc(Cl)ccc2Cl)c1 | 0.0% | 6.9% | 16.3% | 15.6% | i | -8.9 | -2.1% | -0.2% | 27.4% |
| Cc1ccc2nc(-c3ccccn3)cc(C(=O)Nc3ccc(S(=O)(=O)N4CCOCC4)cc3)c2c1 | -3.2% | ? | 6.2% | 2.6% | i | 14.1 | -12.1% | 0.2% | 2.8% |
| COCCNC(=O)C1CCCN(C(=O)COc2ccc(C(C)(C)C)cc2)CC1 (stereo not given) | 5.0% | / | / | 15.2% | i | 4.5 | 1.7% | 0.3%[9.22 µM] | / |
| O=C1/C(=C\c2cccnc2)CCc2ccccc21 | ? | -5.9% | 0.4% | 5.2% | i | -110.6* | -37.1% | ? | ? |
| COc1ccc(Cl)c(-c2cc(C(=O)Nc3ccccc3)[nH]n2)c1 | 4.9% | / | / | 72.4%[activator] | i | -51.0* | -28.0% | 5.5% | / |
| Cc1cc2n(n1)C(c1sccc1C)Nc1c(C)cccc1-2 (stereo not given) | 1.0% | 16.1% | / | -14.8% | i | -11.1 | -13.0% | 0.2% | 7.4% |
| COc1ccc(N/C=C/C(=O)c2ccc(Cl)cc2)cc1 | 0.0% | ? | -8.4% | 26.0% | i | -7.9 | 7.8% | 2.1% | ? |
| Cc1ccc(OCC(=O)Nc2ccncc2)c(C)c1 | ? | ? | -0.8% | 9.4% | ? | 8.7 | -53.0% | -0.8% | -1.3% |
| COc1cc(/C=C/C(=O)OCC(=O)Nc2cc(S(=O)(=O)N(C)C)ccc2Cl)ccc1O | 0.9% | -1.1% | -16.0% | 4.2% | i | 21.2 | -13.7% | -0.5% | 15.6% |
| O=C(C1CCC(=O)N(C2CCCC2)C1)N1CCN(Cc2cccc(F)c2)CC1 (stereo not given) | 6.0% | -1.1% | -1.6% | 7.7% | i | -9.6 | 2.7% | 0.5% | 0.6% |
| c1ccc2sc(N3CCCCC3)nc2c1 | 7.9% | ? | 0.0% | 48.4%[activator] | i | -1.0 | -21.4% | 2.3% | 0.1% |
| CCCCOc1ccc(C(=O)NCCc2sc(-c3ccc(OC)c(OC)c3)nc2C)cc1 | 12.1% | / | -12.1% | -19.9% | ? | / | 2.3% | 2.7% | / |
| O=C(C1CCCO1)N1CCC(c2nc3ccccc3[nH]2)CC1 (stereo not given) | 19.2% | 4.6% | 0.0% | 1.9% | i | 17.3 | -10.6% | -0.9% | -0.8% |
| NC(=O)c1cc(S(=O)(=O)N2CCN(c3ccc(F)cc3)CC2)cs1 | -23.1% | ? | 4.0% | -17.4% | ? | / | 1.6% | 1.3% | / |
| COc1cccc(CNC(=O)CCNS(=O)(=O)c2ccc3c(c2)CCCC(=O)N3)c1 | -5.8% | -14.9% | -2.7% | 8.1% | i | / | -16.5% | 0.6% | / |
| Cc1c(C(=O)N2CCN(C)CC2)oc2c1C(=O)CC(C)(C)C2 | 0.0% | 8.9% | 2.0% | 5.3% | i | 0.0 | -9.8% | -0.5% | -2.1% |
| Cc1cc(C)c2oc(-c3ccc(C)c(NC(=S)NC(=O)/C=C/c4ccco4)c3)nc2c1 | -46.5% | / | 2.7% | -5.6% | i | 13.5 | -37.9% | ? | 0.0% |
| Cc1cccc(NC(=O)c2cc(S(=O)(=O)N3CCOCC3)cn2C)c1C | 1.7% | ? | ? | -14.6% | ? | 29.2 | -9.2% | -0.8% | 9.7% |
| CN(C)c1nc(C#N)nc(N(C)C)n1 | -2.0%&4.8% | -14.0%&-7.4% | 4.7%&-9.9% | 12.0% | i | -28.3 | -7.1%&-10.5% | -0.1% | -1.9% |
| Cn1cccc1/C=C1\SC(=S)N(NC(=O)c2ccc(F)cc2)C1=O | -10.1% | 17.5% | -8.5% | -24.2% | i | -3.3 | 0.1% | -0.3% | -3.3% |
| CCc1ccc(NC(=O)C(=O)NNC(=O)c2cccs2)cc1 | -11.2% | ? | 0.8% | 18.5% | i | -11.1 | -18.7% | 3.8% | 17.1% |
| O=C1CC(c2ccco2)CC(O)=C1C=NCC1NCCc2ccccc21 (stereo not given) | -28.5% | 2.6% | 1.2% | 6.4% | i | -13.8 | -2.1% | 12.4% | -2.0% |

Screening results (PubChem BioAssay)
